TCR act – T cell receptor activation; primary human leukocytes, anti-CD3, IL-2 HTRF, 48 h; Potency, µM (highest dose often 9.22 µM), without a hit: at the highest dose activation of IL-2 secretion, actives largely listed as activators; 330,000 tested, under 10 active; note: % of control where 0% means no effect
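IL-2 produced over 48 hr by a-CD3 bead-stimulated primary human leukocytes exposed to compounds was detected with a homogeneous time-resolved FRET immunoassay, 665nm acceptor signal after 320nm excitation.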
Integrin act MD – activators of alpha7 integrin expression for muscular dystrophy; hit rate 0.064% among 350,000; alpha7betagal myoblasts, beta-gal FDG fluorescence, 48 h; AID 624291; Potency, µM (highest dose often 38.3 µM), inactives show at the top dose activation, usual class: activators;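 note: potency is the fitted concentration of half-maximal effect; 100% = response of the positive control SU9516; nearly all actives have a fitted effect of over 60% in size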
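Alpha7betagal+/- myoblasts (passage 13) were plated 16-24 hr, then exposed to compounds (1:260 dilution of DMSO stock) for 48 hours at 37C. After MPER lysis, β-galactosidase reporter activity was read as FDG fluorescence (ex 480/em 540) after 30 minutes.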
ELG1 repair inh – blocks ELG1-dependent DNA repair in HEK293T cells | HEK293T ELG1-luciferase reporter, luminescence, 16 h; DNA damage induced by 5-fluorouridine | Potency, µM (series often up to 46.1 µM), without a hit: top-dose activity change, negative = inhibition, hits mostly inhibitors | hit rate 2.3% among 330,000; note: potency is the fitted concentration of half-maximal effect; % is set by controls: 0 for no effect and ±100 for the full control effect; nearly all actives have a fitted effect of over 55% in size
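In this reporter screen, reduction of luminescence relative to DMSO vehicle indicated activity. Compounds and 5-fluorouridine were added together to 2,000 cells per well, incubated for 16 hr at 37 °C, then developed with ONE-Glo.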
p53 reactivator – re-activators of mutant p53; hit rate 0.063% among 320,000; Potency, µM (titrated, usually from 92.2 µM), for the others: at the top dose activity change, positive = activation, most hits filed as activators; H1299 p53-A138V BP100-luciferase reporter, luminescence, 24 h; note: potency is the fitted concentration of half-maximal effect; % of control where 0% means no effect; nearly all actives have a fitted effect of over 45% in size
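H1299 (p53-null), stable ts p53-A138V + BP100-Luc; 1000 cells/well, Opti-MEM/10% FBS; cpd 4 pt, 1:5; 24 h, 37 deg C, 5% CO2; detection reagent 10 min RT; luminescence.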
B2AR arrestin – agonists driving beta-arrestin recruitment to human beta2-adrenergic receptor | Potency, µM (titrated, usually from 46.1 µM), without a hit: at the highest dose activation, hits mostly activators | beta-arrestin recruitment to beta2AR, cell-based reporter | hit rate 0.02% among 330,000;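 note: potency is the fitted concentration of half-maximal effect; 0% = DMSO controls and full agonism = EC100 isoproterenol or metaproterenol; nearly all actives have a fitted effect of over 65% in size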
Target sequence (P07550 whole entry, looked up): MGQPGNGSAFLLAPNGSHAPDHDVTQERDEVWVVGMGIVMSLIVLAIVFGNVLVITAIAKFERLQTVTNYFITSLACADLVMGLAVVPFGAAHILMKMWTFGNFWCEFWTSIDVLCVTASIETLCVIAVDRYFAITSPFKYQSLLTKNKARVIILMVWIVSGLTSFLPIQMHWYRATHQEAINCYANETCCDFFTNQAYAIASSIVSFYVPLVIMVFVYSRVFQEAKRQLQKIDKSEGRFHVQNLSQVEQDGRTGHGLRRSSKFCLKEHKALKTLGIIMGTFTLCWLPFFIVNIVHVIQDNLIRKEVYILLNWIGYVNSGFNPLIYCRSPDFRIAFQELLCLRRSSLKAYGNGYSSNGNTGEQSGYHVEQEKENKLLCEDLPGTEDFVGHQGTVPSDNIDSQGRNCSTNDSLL
MLL CXXC-DNA inh – inhibitors of human MLL CXXC domain-DNA interaction; Potency, µM (top dose mostly 115 µM), for the others: at the highest dose activity change, negative = inhibition, actives largely listed as inhibitors; hit rate 0.037% among 290,000; MLL-CXXC / FITC-HOXA9 DNA fluorescence polarization; active = well fitted inhibition curve with a large enough effect in the polarisation, with a control signal flat, not every such curve was filed as active; inconclusive = small, poorly fitted or top-dose-only effect, or effect the other way, or a change in a side signal; inactive = no such curve, though single readings can be large or run the other way; the % refers to the polarisation; note: potency is the fitted concentration of half-maximal effect
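Steps: dispense CXXC domain solution (7 uM) → pin compounds or unlabeled HOX-A9 DNA control → 5 min ambient → add FLSN-HOX-A9 solution (50 nM) → spin → 30 min ambient → fluorescence polarization. Tris pH 7.5/NaCl/DTT/BSA buffer.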
PTAP TSG101 blk – blocks PTAP/TSG101 interaction to inhibit HIV-1 budding. 340,000 tested, under 10 active. Potency, µM (series often up to 115 µM), inactives show at the top dose activity change, negative = inhibition, most hits filed as inhibitors. Fluorescence polarization, FITC-PTAP peptide / Tsg101 binding. Q99816; active = well fitted inhibition curve with a large enough effect in the main read-out, with a control signal flat, not every such curve was filed as active; inconclusive = small, poorly fitted or top-dose-only effect, or effect the other way, or a change in a side signal; inactive = no such curve, though single readings can be large or run the other way; note: potency is the fitted concentration of half-maximal effect; % of control where 0% means no effect
Target sequence (Q99816 whole entry, looked up): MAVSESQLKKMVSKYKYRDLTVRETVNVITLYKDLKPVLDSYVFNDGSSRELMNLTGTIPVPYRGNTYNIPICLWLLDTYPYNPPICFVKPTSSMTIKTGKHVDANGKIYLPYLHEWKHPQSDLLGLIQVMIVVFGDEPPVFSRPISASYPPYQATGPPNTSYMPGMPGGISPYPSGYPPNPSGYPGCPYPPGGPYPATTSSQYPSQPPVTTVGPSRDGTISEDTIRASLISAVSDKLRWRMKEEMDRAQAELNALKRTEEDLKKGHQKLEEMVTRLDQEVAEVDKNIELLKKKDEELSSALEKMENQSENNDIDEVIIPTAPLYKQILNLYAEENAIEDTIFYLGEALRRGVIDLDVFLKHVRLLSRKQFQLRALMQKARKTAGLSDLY
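Compounds were pin-transferred onto Tsg101 binding domain (10 uM final) in HEPES pH 7.5 buffer, then FITC-PTAP peptide was added at 50 nM final. After 20 min at RT, polarization reported peptide displacement across a qHTS concentration series.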
BRCA1 expr act – activators of BRCA1 expression; hit rate 1.1% among 380,000; Potency, µM (highest dose often 46.1 µM), for inactives: at the top dose activation, actives largely listed as activators; MCF7-BRCA1-FFLuc reporter, luminescence, 48 h; response scale: scaled: vehicle 0%, 10 µM genistein 100%; note: potency is the fitted concentration of half-maximal effect; nearly all actives have a fitted effect of over 80% in size; some results filed as inactive show a strong effect at the top dose
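First, MCF7-BRCA1-FFLuc cells (2000/well) attach for 2 h; next, compounds are pin-added and incubated 48 h at 37 °C; finally, luciferase reagent is added and luminescence read after 15 min.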
A-T KAP1 phos – potential ataxia-telangiectasia treatment | […] A-T fibroblasts, KAP-1 phosphorylation AlphaLISA; neocarzinostatin DNA damage 30 min before lysis | Potency, µM (top dose mostly 57.5 µM), without a hit: top-dose activation, hits mostly activators | hit rate 0.19% among 320,000 | AID 485349; note: potency is the fitted concentration of half-maximal effect; % of control where 0% means no effect; nearly all actives have a fitted effect of over 45% in size
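hTERT-immortalized A-T patient fibroblasts ([…]), 500 cells/well in OPTI-MEM, 1% FBS, got compounds for 60 min, then NCS for 30 min at 37C. Lysates were then assayed for phospho-KAP-1 by AlphaLISA (anti-pKAP1 donor, anti-KAP1 acceptor beads), 6 hr at 25C.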
TRPV1 agonist – activates the human vanilloid receptor TRPV1 | Q8NER1 | TRPV1-expressing cells, Fluo-8 calcium influx, agonist mode | activation, % at 8.33 µM | hit rate 0.19% among 320,000; in the data active = activation above about 80%; inconclusive = between about 30% and that limit; note: 0% is about no effect
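Fluo-8 calcium influx in TRPV1-expressing cells, kinetic read (ex 480/em 520 nm). Compound added and read 3 min for agonist activity, followed by capsaicin at EC20 final and 2 min further read for enhancement.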
* hit, by the source's call; ? = inconclusive; / = not tested or not shown; & = joins results of further samples; [ ] = another dose, or the depositor's remark. Unless noted, calls come from the whole dose curve; as a rule, active = well fitted curve in the direction sought with a large enough effect; inconclusive = small, poorly fitted or top-dose-only effect, or another doubt; inactive = no such curve, though single readings can be large; an effect the other way counts as inactive or inconclusive. This is a random part of the collection. About 3.8% of those tested had a hit in this group.

Values run as follows: TRPV1 agonist | Integrin act MD | TCR act | B2AR arrestin | PTAP TSG101 blk | p53 reactivator | A-T KAP1 phos | ELG1 repair inh | BRCA1 expr act | MLL CXXC-DNA inh
[1] COc1cccc(CNC(=O)CCC2CCCN(C(=O)c3ccc(OC)c(F)c3)C2)c1 (stereo not given)
→ 5 | 13% | 4% | -1.0% | 3% | -1% | 0% | -6% | 4% | -3%
[2] CC(C)c1ccc(/C=C2\SC(=O)N(CC(=O)NC3C=CS(=O)(=O)C3)C2=O)cc1 (stereo not given)
→ 7 | -48%[inhibitor] | -2% | -0.3% | -3% | ? | 1% | ? | 0% | -15%
[3] CCOc1ccc(N(CC(=O)NC2CCCC2)S(=O)(=O)c2ccccc2)cc1
→ 26 | -20% | 0% | 0.7% | -3% | 1% | 0% | -14% | -25% | 2%
[4] C[N+](C)(C)CCCN(Cc1ccc2c(c1)OCO2)C(=O)NC1CCCCC1
→ -5 | 12% | 3% | -0.8% | -1% | 3% | 4% | -2% | 13% | -3%
[5] CCOc1ccc(S(=O)(=O)N2CCCCC2)cc1NC(=O)C1CSC2(C)CCC(=O)N12 (stereo not given)
→ 9 | 3% | 0% | -0.4% | 0% | -5% | 2% | -13% | -16% | /
[6] COc1cccc(C2=NOC(C(=O)NCc3ccccn3)C2)c1 (stereo not given)
→ / | -10% | 8% | 2.2% | -3% | -1% | -7% | -1% | 3% | 1%
[7] CCCc1nnc(NC(=O)c2ccc(S(=O)(=O)N(C)c3ccccc3OC)cc2)s1
→ 1 | -23% | -1% | -0.6% | 2% | -1% | 7% | -6% | -20% | /
[8] c1ccc2c(c1)[nH]c1c(NCC3CCCO3)ncnc12 (stereo not given)
→ 21 | -38% | 1% | -0.3% | -8% | -10% | 5% | 15µM* | -62% | -4%
[9] Cn1c(N)c(C(=O)CSc2nnc(-c3ccccc3F)n2N)c(=O)n(C)c1=O
→ 5 | 11% | 0% | -0.4% | -5% | -3% | 4% | 0% | -2% | -2%
[10] CC(C)c1ccc(NC(=O)C2CCCN(S(=O)(=O)c3ccc4c(c3)C(C)(C)C(=O)N4C)C2)cc1 (stereo not given)
→ 4 | -24% | -5% | -0.2% | -3% | 14% | 2% | ? | -67% | -4%
[11] COc1cc(/C=N/NC(=O)c2cc(-c3cccs3)nc3ccccc23)ccc1O
→ 3 | 30% | 7% | -1.6% | -2% | 0% | -3% | ? | -24% | -3%
[12] Cn1c2ccsc2c2ncn(Cc3ccc(F)cc3)c(=O)c21
→ / | / | -2% | -0.2%&3.0% | -6% | -8% | 4%&-6% | ? | 3% | /
[13] COc1ccc(NC(=O)CSc2nc(=O)n(CCN3CCOCC3)c3c2CCC3)c(OC)c1
→ 2 | 7% | -2% | 0.1% | -4% | -6% | -12% | -1% | -4% | /
[14] CCN(CC(=O)Nc1ccc(N2CCOCC2)cc1)C(=O)Cc1ccccc1
→ -5 | 0% | -3% | 0.2% | -2% | -1% | -4% | ? | 1% | /
[15] Cc1cc(NC(=O)c2cc(-c3ccccc3C)nc3ccccc23)no1
→ 0 | -3% | 2%[46.1 µM] | -0.8% | 2% | 8% | 10% | -19% | -50% | 9%
[16] Cc1csc(SC(C)C(=O)NCC2CCCCC2)n1 (stereo not given)
→ 17 | 38% | -11% | -0.3% | 1% | 0% | 1% | 12% | -6% | 0%
[17] COc1ccc(N2CCN(C(=O)C3Cc4ccccc4CN3C(=O)c3ccccc3)CC2)cc1 (stereo not given)
→ 3 | 8% | 5% | 0.4% | -5% | 16% | 0% | ? | -5% | -4%
[18] O=C(Nc1nc2ccc(Cl)cc2s1)c1ccc(Br)o1
→ ? | 3% | 1% | -0.1% | 1% | ? | 10% | ? | ? | 44%[activator]
[19] O=C1CCC(C(=O)OCC(=O)N2N=C3/C(=C\c4ccccc4)CCCC3C2c2ccccc2)N1 (stereo not given)
→ / | -5% | -3% | / | -5% | / | / | / | -75% | /
[20] CN(C(=O)COc1ccc(Br)cc1Cl)C1CCCCC1
→ 4 | ? | 2% | -0.7% | 0% | 5% | 1% | ? | 78% | -17%
[21] N#Cc1ccsc1NC(=O)CN1C(=O)NC2(CCCC2)C1=O
→ -1 | / | / | -2.2% | / | 6% | 0% | ? | / | /
[22] Cc1ccc2nc(-c3ccccc3)cc(C(=O)NCCCn3ccnc3)c2c1
→ ? | 20% | 1% | 0.1% | -4% | 4% | 3% | -3% | 15% | 9%
[23] O=C(C1=C[C@H](C2CC2)C[C@H](OCc2ccc(CO)cc2)O1)N1CCOCC1
→ 4 | 22% | 1% | 0.7% | / | 5% | 7% | 10% | 15% | -23%
[24] CCOC(=O)c1sc2nc(C3CC3)cc(-c3ccc(OC)cc3)c2c1N
→ 0 | 7% | 1% | 0.1% | 0% | 3% | 18% | ? | 6% | -6%
[25] O=C(Nc1cccc(Cl)c1N1CCCC1)c1ccc([N+](=O)[O-])o1
→ -2 | -2% | -19% | 0.1% | -1% | 7% | -1% | 18% | -66% | 36%[activator]
[26] CCN1CCN(C(c2ccc(F)cc2)c2nnnn2Cc2cccs2)CC1 (stereo not given)
→ 4 | 2% | 4% | 2.5% | 0% | -2% | 2% | 16% | -29% | 0%
[27] CC(OC(=O)c1cccc(S(=O)(=O)Nc2ccccc2F)c1)C(=O)NCc1ccc2c(c1)OCO2 (stereo not given)
→ -2 | -7% | 0%[46.1 µM] | -0.3% | -2% | -2% | 3% | -22% | -25% | 4%
[28] O=C1c2c(Br)c(Br)c(Br)c(Br)c2C(=O)N1c1ccccn1
→ -2 | 9% | 3% | 0.5% | -3% | / | 1% | -5% | -48% | -27%
[29] O=C(Cn1cnc([N+](=O)[O-])c1)c1ccc(F)cc1
→ -3 | 1% | 4% | 0.9% | -3% | -4% | 12% | ? | 8% | /
[30] COc1ccc(-c2nc(C#N)c(N3CCOCC3)o2)cc1OC
→ -1 | -14% | 5% | -1.0% | -2% | 0% | -2% | -11% | -28% | 1%
[31] Cc1cc(OCC(=O)NC(C)c2ccccc2)ccc1[N+](=O)[O-] (stereo not given)
→ 14 | 4% | 0% | 0.0% | -5% | -5% | -2% | 0% | 0% | 15%
[32] O=C(CSc1ccc(F)cc1)NCCSc1ccccc1
→ 30 | 3% | 1% | 0.1% | 2% | 10% | 3% | 15% | 86% | 1%
[33] O=C1c2ccccc2C(Nc2ccc(Cl)cc2)N1CCN1CCOCC1 (stereo not given)
→ ? | 1% | -14% | 0.0% | -2% | -1% | 9% | -5% | 27% | 0%
[34] CN(C(=O)c1cccc(COc2ccc(Cl)cc2Cl)c1)c1ccccc1
→ 10 | -24% | -1%[46.1 µM] | 3.3% | 1% | ? | 3% | ? | -24% | -4%
[35] Cc1ccc(CNC(=O)CCS(=O)(=O)c2ccc(Br)cc2)cc1
→ 29 | 14% | -2% | -0.9% | 1% | -1% | 1% | 0% | 2% | -1%
[36] O=C(c1ccc(NS(=O)(=O)c2ccccc2)cc1)N1CCCCCC1
→ 0 | -44% | 3% | 0.0% | 1% | 9% | 4% | -37% | -10% | 11%
[37] CCOC(=O)c1nn(-c2ccccc2C)c(=O)cc1OCC(=O)N1CCN(c2ccccc2)CC1
→ -8 | 15% | 0% | 0.0% | -2% | -3% | 6% | -8% | -8% | /
[38] CCOc1ccc(N2C(=O)C3C(c4ccccc4F)NN(C(=O)c4ccc(C)cc4)C3C2=O)cc1 (stereo not given)
→ 3 | 27% | -7% | -1.9% | -4% | 5% | -9% | -4% | 0% | 18%
